Compound activity (PubChem)
PGC1a acetyl inh: modulators of PGC1a acetylation; U2OS PGC1a acetylation, AlphaScreen anti-acetyl-lysine; with virally co-expressed GCN5 acetyltransferase; 350,000 compounds, 0.17% hits; inhibition, % at 15.6 µM; AID 651687;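 active means every replicate shows inhibition of at least 40%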;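 further: 0% = neutral control wells and 100% = positive control wells; some results beyond the cut were filed as inactive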
EWS-Fli inh: EWS/Fli transcriptional activity inhibition; A673 NR0B1-luciferase reporter, viability-normalised; inhibition, % at 12.6 µM; 350,000 compounds, 0.67% hits;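 active means mean inhibition of at least 50% after viability correction, with every replicate also passing that limit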;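 further: firefly luciferase signal divided by Alamar Blue viability fluorescence both relative to DMSO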
S100A4 inh HTS: blocks human S100A4 binding to myosin IIA peptide | P26447 | S100A4/TAMRA-MyoIIA peptide fluorescence polarization | inhibition, % at 10.7 µM | 360,000 compounds, 0.14% hits | AID 652163;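 active means mean inhibition of at least 70% across replicates, with every replicate also reaching that level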
Target sequence (P26447 whole entry, looked up): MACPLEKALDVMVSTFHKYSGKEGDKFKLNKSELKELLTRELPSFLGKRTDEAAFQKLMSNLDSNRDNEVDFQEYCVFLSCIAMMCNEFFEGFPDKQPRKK
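assay system = human S100A4 monomer with TAMRA-labelled myosin IIA peptide | also added = labelled myosin peptide probe, 5 nM | incubation = 5 min between mix addition and reading | control set = DMSO and TFP controls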
LGR2 antag: blocks bursicon-induced cAMP signaling via Drosophila LGR2; AID 720647; 380,000 compounds, 0.35% hits; HEK293 LGR2, CRE-luciferase, bursicon-stimulated, 4 h; inhibition, % at 9.99 µM;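 active means drop in luminescence signal, shown as inhibition above about 50% in the replicate tests, limit read from the data, passing the limit was not always enough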;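 further: agonist challenge used bursicon conditioned medium at about half maximal strength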
PAX8 inh HTS: lowers PAX8-driven luciferase in RMG-I cells. RMG-I TPO-luciferase reporter, SteadyGlo, 24 h. inhibition, % at 12.6 µM. 360,000 compounds, 1.2% hits. AID 652154;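 active means mean replicate inhibition at least 60% with every replicate also reaching 60%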;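 further: luciferase light reporting Pax8 driven TPO promoter activity; plate controls were median of neutral control wells for no effect and mitoxantrone controls for full effect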
PglD DTNB: blocks C. jejuni PglD acetyltransferase activity. purified PglD enzyme, DTNB colorimetric CoA detection. inhibition, % at 12.5 µM. 360,000 compounds, 0.098% hits; in the data active means inhibition above about 16%, passing the limit was not always enough; further: strong numbers were not always called active
ERAP1 HTS inh: ERAP1 (human) enzyme inhibition; recombinant ERAP1, Leu-AMC fluorescence, 60 min; 340,000 compounds, 0.15% hits; inhibition, % at 10.7 µM;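 active means mean replicate inhibition of at least 30%, or all replicates individually reaching that 30% level; inactive means mean below 30% and not every replicate reaching it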;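 further: 0% = neutral control wells and 100% = L-leucinethiol positive control wells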
Target sequence (Q9NZ08 whole entry, looked up): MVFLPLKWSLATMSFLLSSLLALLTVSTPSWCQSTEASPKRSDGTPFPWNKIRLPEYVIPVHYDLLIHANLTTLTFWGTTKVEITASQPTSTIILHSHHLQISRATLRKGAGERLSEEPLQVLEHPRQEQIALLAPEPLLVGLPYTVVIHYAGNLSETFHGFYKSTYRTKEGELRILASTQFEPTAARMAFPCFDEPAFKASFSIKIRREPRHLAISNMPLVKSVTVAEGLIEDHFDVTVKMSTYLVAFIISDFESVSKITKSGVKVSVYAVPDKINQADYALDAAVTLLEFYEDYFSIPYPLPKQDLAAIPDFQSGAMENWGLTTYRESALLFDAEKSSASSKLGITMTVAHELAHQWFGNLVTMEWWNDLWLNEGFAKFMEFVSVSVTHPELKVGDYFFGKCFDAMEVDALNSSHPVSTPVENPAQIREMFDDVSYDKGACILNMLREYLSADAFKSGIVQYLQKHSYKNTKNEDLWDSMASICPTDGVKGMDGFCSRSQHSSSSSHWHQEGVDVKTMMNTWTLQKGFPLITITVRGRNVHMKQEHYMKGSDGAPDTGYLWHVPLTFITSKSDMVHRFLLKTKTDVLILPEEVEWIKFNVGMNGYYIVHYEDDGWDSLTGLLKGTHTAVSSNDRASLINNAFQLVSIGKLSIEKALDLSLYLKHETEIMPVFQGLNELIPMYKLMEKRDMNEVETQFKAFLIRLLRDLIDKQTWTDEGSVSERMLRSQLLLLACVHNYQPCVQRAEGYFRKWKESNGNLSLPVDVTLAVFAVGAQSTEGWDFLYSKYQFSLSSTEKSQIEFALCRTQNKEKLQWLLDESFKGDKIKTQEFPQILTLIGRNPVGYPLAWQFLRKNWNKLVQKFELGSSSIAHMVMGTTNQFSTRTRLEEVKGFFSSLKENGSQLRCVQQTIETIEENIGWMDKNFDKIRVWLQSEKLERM
FN deposit inh: fibronectin deposition inhibition; 350,000 compounds, 0.086% hits; inhibition, % at 12.6 µM; AH1F fibroblasts, Alexa488-fibronectin deposition fluorescence, overnight; AID 743247;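 active means mean inhibition across replicates of 30% or more, regardless of how many single replicates reach that level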;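 further: positive control wells lacked labelled fibronectin entirely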
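Assay system: AH1F fibroblast monolayer, labelled fibronectin deposition. Amount: 10000 cells per well. Also added: labelled fibronectin 24 nM. Compound: single-point pinned compound. Incubation: cell attachment 1 h, compound and FN exposure overnight. Detection: fluorescence after three HBSS washes, excitation 485 nm, emission 525 nm. Read-out: inhibition of fibronectin deposition signal.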
Numbers without * were called inactive; . = not tested or not shown. No enrichment for hits. About 2.1% of those tested had a hit in this group.

SMILES	PGC1a acetyl inh	EWS-Fli inh	S100A4 inh HTS	LGR2 antag	PAX8 inh HTS	PglD DTNB	ERAP1 HTS inh	FN deposit inh
CC(CCc1ccccc1)NC(=O)CN1CCOc2ccccc21 (centres undefined)	0	17	-6	-6	31	-4	.	-32
O=C(C[C@H]1CC[C@H]2[C@@H](COC[C@@H](O)CN2C(=O)c2ccc(F)cc2)O1)NCCCN1CCOCC1	-8	7	-14	-2	-3	5	0	-1
COCCNC(=O)C(c1ccc(F)cc1)N(C(=O)CCC(=O)Nc1ccccn1)C1CCCCC1 (centres undefined)	1	5	3	-4	8	4	-3	0
O=C(NC1CCN(Cc2ccccc2)CC1)c1cccc(S(=O)(=O)Nc2ccc(Br)cc2)c1	.	21	-20	12	14	-5	-4	-1
COc1ccc(CN(C)C[C@@H]2Oc3c(NC(=O)Nc4c(C)noc4C)cccc3C(=O)N([C@H](C)CO)C[C@H]2C)cc1	4	-3	16	11	-7	0	2	.
CCCNC(=O)Nc1ccc2c(c1)OC[C@H](C)N(C(=O)C1CCCCC1)C[C@H](C)[C@@H](OC)CN(C)C2=O	-8	0	5	5	.	.	-1	-5
COc1ccc(/C=N\NC(=O)c2ccc(=O)[nH]n2)cc1O	11	.	.	4	14	0	.	1
O=C1CCCN1CC(O)CS(=O)(=O)Cc1ccc(Cl)c(Cl)c1 (centres undefined)	-8	-4	-4	12	9	-4	0	-1
O=S(=O)(c1ccc(F)cc1)N1CCCCN2[C@H](CO)[C@H](c3ccc(-c4ccccc4F)cc3)[C@@H]2C1	0	2	-10	.	53	-1	-2	.
CCCn1c(C)nc2cc(Cl)c(N3CCN(c4nc(-c5ccc(C)cc5)cs4)CC3)cc21	11	10	-4	0	7	-2	-3	-8
COc1cc(OC)cc(C(=O)NCC(=O)NC(C)CCc2ccccc2)c1 (centres undefined)	-7	.	-3	2	24	-12	-1	3
CN1c2ccc(-c3ccccc3F)cc2[C@H]2[C@H](CCN2S(=O)(=O)c2ccccc2)[C@@H]1CO	-16	3	-4	16	12	-3	-1	-2
O=C(c1ccc2c(c1)OCO2)N1CCC(Cc2ccccc2)CC1	.	10	-1	5	19	.	.	8
Cc1ccc(S(=O)(=O)N/N=C\c2ccc3c(c2)OCO3)cc1	2	-28	-17	-40	.	-6	-1	.
CN(C)/C=N/C(=S)Nc1cc(Cl)cc(Cl)c1	-9	10	-8	.	5	-2	10	3
C[C@@H]1CN([C@@H](C)CO)C(=O)c2cc(C#CC(C)(C)O)cnc2O[C@H]1CN(C)C(=O)C1CCOCC1	-1	-6	5	15	.	2	-3	.
FC(F)(F)c1nc(SCc2ccccc2)n[nH]1	-3	2	4	1	-21	17	-1	2
CN(C)c1ccc(N=Nc2ccc3ncccc3c2)cc1	0	10	-1	62*	-5	9	-5	-21
Cc1[nH]c(C)c(S(=O)(=O)N2CCCCC2)c1C(=O)N1CCCCC1	-8	.	3	11	1	-3	0	3
O=C(c1ccc(S(=O)(=O)N2CCCC2)cc1)N1CCN(S(=O)(=O)c2cccc(F)c2)CC1	12	2	5	4	-12	-1	0	-8
CC1CCCC(NC(=O)C2CCC(CNc3c(N4CCCCC4)c(=O)c3=O)CC2)C1C (centres undefined)	17	1	-4	9	-2	.	1	-4
COc1ccnc(Oc2ccc(Cl)cc2)c1C#N	-11	-23	-1	-15	-9	.	-2	5
COCCCNC(=O)c1cc2c(=O)n3cccc(C)c3nc2n(C(C)C)c1=N	-4	.	.	.	7	-12	.	4
COc1ccc(NC(=O)N(C)C[C@@H]2Oc3ccc(NC(=O)CCCCCC(=O)Nc4ccccc4N)cc3CC(=O)N([C@H](C)CO)C[C@H]2C)cc1	0	-9	11	-11	3	-1	-1	.
O=C(CCn1c(=S)oc2ccccc21)N1CCCCC1	.	-9	-6	-13	-34	.	0	-11
CC(C)(C)[S@](=O)N1Cc2cc(C(=O)NCCc3ccncc3)nc(-c3cccc(-c4ccccc4)c3)c2[C@@H]1CCO	-13	-6	-15	2	8	.	-1	11
C[C@@H]1CCCCO[C@@H](CN(C)C(=O)Nc2ccc(F)cc2)[C@@H](C)CN([C@H](C)CO)C(=O)c2cc(NC(=O)c3ccncc3)ccc2O1	19	-8	4	.	-14	0	-2	7
CCN1CCN(C(=S)NC(=O)c2cccc(Br)c2)CC1	4	13	1	0	-4	1	2	5
C[C@H]1CN([C@@H](C)CO)C(=O)c2cc(/C=C/c3ccccc3)cnc2O[C@H]1CN(C)C(=O)c1ccc(F)cc1	2	2	-4	-1	.	1	0	1
CCOc1ccc(NC(=O)CSc2nnnn2C2CC2)cc1S(=O)(=O)N1CCCC1	4	10	1	12	-3	-6	-4	-4
COc1ccccc1S(=O)(=O)N(C)C[C@H]1Oc2cc(/C=C/c3ccccc3)ccc2S(=O)(=O)N([C@@H](C)CO)C[C@@H]1C	27	7	-5	22	.	0	-6	.
O=C(C[C@@H]1CC[C@@H]2[C@H](COC[C@@H](O)CN2C(=O)Nc2ccc(Cl)c(Cl)c2)O1)NCc1ccncc1	-6	-17	8	-12	20	1	1	-7
CNC[C@@H]1OCCCC[C@H](C)Oc2ccc(NS(=O)(=O)c3ccccc3)cc2C(=O)N([C@@H](C)CO)C[C@@H]1C	9	4	-40	4	-8	-3	-1	.
COC(=O)Nc1ccc(S(=O)(=O)Nc2cnc3ccccc3n2)cc1	4	11	7	-2	-6	.	6	3
CC(C)[C@H](NC(=O)c1ccccc1F)C(=O)OCCN1C(=O)c2ccccc2C1=O	.	3	-7	3	-12	.	-1	-1
COc1ccc(CN(C)C[C@H]2Oc3c(NS(C)(=O)=O)cccc3C(=O)N([C@@H](C)CO)C[C@H]2C)cc1	0	.	11	-6	-6	-3	-2	5
CCCNC(=O)C[C@H]1C[C@H]2c3cc(NC(=O)c4cccnc4)ccc3O[C@H]2[C@@H](CO)O1	5	0	.	-3	-7	0	.	-3
Cc1noc(C)c1CS(=O)(=O)Cc1ccc(Cl)cc1	-8	1	-4	11	1	.	-6	-5
COc1ccc(NC(=O)c2ccco2)cc1NC(=O)c1ccccc1[N+](=O)[O-]	.	-5	-3	8	7	4	1	-4
C(=N\Nc1ccc2nncn2n1)/c1ccccn1	14	-2	0	.	3	6	-2	6
COc1ccc(N2c3ccccc3CN(Cc3ccccc3)[C@@H](C)[C@H]2Cc2c(C)cccc2C)cc1	.	5	1	4	-9	.	.	3
COc1ccc(S(=O)(=O)Nc2cc(S(=O)(=O)N3CCOCC3)ccc2OC)cc1	-1	-7	-2	3	-7	-1	4	6
Cc1ccc(-n2nnnc2SCC(=O)Nc2cccnc2Cl)cc1	.	.	.	6	0	-5	.	5
Cc1ccccc1N/N=C/c1sc(=O)n(Cc2cccc(C(=O)O)c2)c1Cl	-16	18	-3	2	18	.	.	2
COc1cccc(-c2c(-c3cc(OC)cc(OC)c3)n(C)c3ccc(-c4cnc(N5CCOCC5)nc4)cc23)c1	7	17	0	.	84*	3	-1	-2
COC(=O)c1c(CC[C@@H](CO)NC(=O)N[C@H](Cc2ccccc2)Cn2cc(-c3ccccc3N)nn2)oc(C(C)=O)c1C(=O)OC	8	2	-4	.	17	.	-1	.
CSc1nc2ccccc2n1Cc1cccc([N+](=O)[O-])c1	-14	-2	1	.	2	.	1	-2
CCOCCCn1c(=NC(=O)c2cccs2)c(C#N)cc2c(=O)n3ccccc3nc21	8	10	-4	-7	-9	-15	.	1
COc1cc(C2NC(=O)NC(C)=C2C(C)=O)cc(OC)c1OC (centres undefined)	-6	12	1	10	5	.	6	1
COC(CNC(=O)Cn1nc(Cc2ccncc2)c2ccccc2c1=O)OC	1	-4	-4	-8	-6	5	-4	-4
The list continues.
SMILES	PGC1a acetyl inh	EWS-Fli inh	S100A4 inh HTS	LGR2 antag	PAX8 inh HTS	PglD DTNB	ERAP1 HTS inh	FN deposit inh
Cc1cc(C)c(S(=O)(=O)N2CCN(C(=O)c3ccc(-n4nc(C)c(Cl)c4C)cc3)CC2)c(C)c1	3	6	0	-1	1	3	-2	11
O=C(c1cccnc1)N1CC2(C1)[C@H](c1ccccc1)[C@@H](CO)N2C(=O)CC1CC1	2	-1	10	-7	.	.	0	-14
Cc1ccc(Sc2ncccc2C(=O)N(C)Cc2cccs2)c(C)c1	0	-4	3	-26	11	0	-2	8
CCOc1ccc(C(=O)Nc2ccccc2C(=O)O)cc1	17	-36	3	9	43	3	-7	4
COc1ccc(S(=O)(=O)N2CCC(C(=O)NCc3cccc(OC)c3)CC2)cc1	-10	.	.	.	12	-5	.	0
COC(=O)c1ccc(COc2ncnc3ccccc23)o1	9	37	-2	0	-15	0	2	4
COc1ccc(NC(=O)CC(C(=O)O)N2CCCCC2)cc1 (centres undefined)	2	.	.	-2	.	0	.	10
NC(Cc1ccccc1)C(=O)N1CCCCC1 (centres undefined)	-11	-3	7	-4	20	-5	-2	-6
COc1ccc(C(=O)Nc2ccc(S(=O)(=O)Nc3nccc(C)n3)cc2)cc1[N+](=O)[O-]	4	10	4	4	-5	-6	.	1
O=C(OCC(=O)c1c[nH]c2ccccc12)c1cc(Br)ccc1O	-5	17	-2	-31	4	.	2	7

Grouped by structure, the entries above with bromine (3)
SMILES	PGC1a acetyl inh	EWS-Fli inh	S100A4 inh HTS	LGR2 antag	PAX8 inh HTS	PglD DTNB	ERAP1 HTS inh	FN deposit inh
O=C(NC1CCN(Cc2ccccc2)CC1)c1cccc(S(=O)(=O)Nc2ccc(Br)cc2)c1	.	21	-20	12	14	-5	-4	-1
CCN1CCN(C(=S)NC(=O)c2cccc(Br)c2)CC1	4	13	1	0	-4	1	2	5
O=C(OCC(=O)c1c[nH]c2ccccc12)c1cc(Br)ccc1O	-5	17	-2	-31	4	.	2	7

(more compounds)
SMILES	PGC1a acetyl inh	EWS-Fli inh	S100A4 inh HTS	LGR2 antag	PAX8 inh HTS	PglD DTNB	ERAP1 HTS inh	FN deposit inh
COc1ccc(S(=O)(=O)Nc2cccc3c2O[C@@H](CN(C)S(=O)(=O)c2ccc(C)cc2)[C@H](C)CN([C@@H](C)CO)C3=O)cc1	-8	-4	.	-1	-14	0	.	.
O=C(c1cc2cc(Cl)ccc2oc1=O)N1CCN(c2ccccn2)CC1	.	18	-2	-2	-4	2	0	-7
Cc1c(Cl)cccc1NC(=O)CCC(=O)c1cccs1	-2	-4	6	-14	4	3	3	5
C[C@@H]1CN([C@@H](C)CO)C(=O)c2ccccc2-c2ccccc2CO[C@H]1CN(C)S(=O)(=O)c1ccccc1F	15	-3	.	.	-19	.	.	-7
COc1ccc(-c2ccccc2NC(=O)C2CCCN(Cc3ccco3)C2)cc1 (centres undefined)	-5	6	-2	3	27	0	2	6
C[C@H](CO)N1C[C@H](C)[C@H](CN(C)Cc2cccnc2)Oc2cc(-c3ccccc3F)ccc2S1(=O)=O	-6	9	12	-5	10	6	0	-8
C[C@@H]1CN([C@@H](C)CO)C(=O)c2cccc(NS(=O)(=O)c3ccccc3)c2O[C@@H]1CN(C)C(=O)Nc1cccc2ccccc12	-1	7	7	4	11	4	2	.
COc1cccc(C(=O)NC2CC3CCCC(C2)N3Cc2ccc(C)cc2)c1 (centres undefined)	.	4	-3	.	-6	-1	-5	9

Quoted from the listing.
COc1cccc(C(=O)NC2CC3CCCC(C2)N3Cc2ccc(C)cc2)c1 (centres undefined) | PglD DTNB = -1
C[C@@H]1CN([C@@H](C)CO)C(=O)c2cccc(NS(=O)(=O)c3ccccc3)c2O[C@@H]1CN(C)C(=O)Nc1cccc2ccccc12 | PAX8 inh HTS = 11
Cc1c(Cl)cccc1NC(=O)CCC(=O)c1cccs1 | PAX8 inh HTS = 4
